RAD52 inh – RAD52 (human) annealing inhibition; P43351; recombinant RAD52 DNA annealing, FRET fluorescence; inhibition, % at 18.7 µM; 0.46% of 360,000 active; AID 651710;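 active = every replicate showing at least 50% inhibition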
PglD DTNB – inhibitors of Campylobacter jejuni PglD acetyltransferase | purified PglD enzyme, DTNB colorimetric CoA detection | inhibition, % at 12.5 µM | 0.098% of 360,000 active; in the data active = inhibition above about 16%, passing the limit was not always enough; also: strong numbers were not always called active
Cneo AK release – Cryptococcus neoformans lysis via adenylate kinase release. lysis activity, % at 15 µM. 0.2% of 360,000 active. AID 651654. C. neoformans lysis, adenylate kinase release luminescence, 4 h; normalised: neutral wells 0, clomiphene wells 100;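 active = mean lysis activity across replicates of at least 80%, whatever share of replicates individually reach that level; inactive = mean lysis activity below 80%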
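Signal: Adenylate kinase release luminescence | Assay system: Log-phase Cryptococcus neoformans yeast cells | Input: Cells at 5 × 10^6 per mL | Buffer or medium: Fresh YPD growth medium | Compound: Single dose | Schedule: Static 4 h at 37 °C with compound, 1 h detection | Controls: Clomiphene | Read-out: Luminescence rise reflecting yeast cell lysis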
miR122 inh – miR-122 inhibition in Huh7 cells; Huh7 miR-122 Renilla luciferase sensor, 48 h; neutral wells = 0, positive control = 100; activation (reporter increase), % at 12.5 µM; 0.3% of 340,000 active; AID 602342;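 active = mean replicate activation score at least 90 and every replicate individually at or above 90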;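 also: higher luciferase means less miR-122 activity so hits act as miR-122 inhibitors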
PGC1a acetyl inh – modulators of PGC1a acetylation; U2OS PGC1a acetylation, AlphaScreen anti-acetyl-lysine; with virally co-expressed GCN5 acetyltransferase; inhibition, % at 15.6 µM; 0.17% of 350,000 active; AID 651687;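 active = every replicate shows inhibition of at least 40%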;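 also: 0% = neutral control wells and 100% = positive control wells; some results beyond the cut were filed as inactive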
RAD54 branch – inhibitors of human RAD54 branch migration. Q92698. RAD54 Holliday junction branch migration, FAM/BHQ fluorescence. inhibition, % at 10.4 µM. 0.14% of 360,000 active. AID 602329;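 active = mean normalized replicate activity at least 40 and at least half of replicates scoring 40 or more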;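 also: 0% = median of neutral control wells and 100% = median of positive control wells; inhibitors cause a drop in the FAM fluorescence signal; in these data hits start at about 50%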
E-sel inducer – E-selectin induction on HUVECs; activation, % at 7.58 µM; HUVEC E-selectin immunofluorescence imaging; normalized: neutral wells 0, TNF-alpha wells 100; P16581; 0.37% of 260,000 active;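 active = mean E-selectin-positive cell signal at least 10% of the positive control, reached in at least 60% of replicates, without over 20% cell loss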;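 also: in these data hits start at about 27%; measured in HUVEC primary endothelial cells; signal is the percent of cells scored E-selectin positive by PE staining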
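System: HUVEC / Compound: single concentration / Signal: immunofluorescence imaging / Read-out: percent E-selectin-positive cells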
ERAP1 inh – blocks human ERAP1 aminopeptidase activity; recombinant ERAP1, Leu-AMC fluorescence, 60 min; AID 652197; 0.15% of 340,000 active; inhibition, % at 10.7 µM;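 active = mean replicate inhibition of at least 30%, or all replicates individually reaching that 30% level; inactive = mean below 30% and not every replicate reaching it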;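 also: 0% = neutral control wells and 100% = L-leucinethiol positive control wells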
Target sequence (Q9NZ08 whole entry, looked up): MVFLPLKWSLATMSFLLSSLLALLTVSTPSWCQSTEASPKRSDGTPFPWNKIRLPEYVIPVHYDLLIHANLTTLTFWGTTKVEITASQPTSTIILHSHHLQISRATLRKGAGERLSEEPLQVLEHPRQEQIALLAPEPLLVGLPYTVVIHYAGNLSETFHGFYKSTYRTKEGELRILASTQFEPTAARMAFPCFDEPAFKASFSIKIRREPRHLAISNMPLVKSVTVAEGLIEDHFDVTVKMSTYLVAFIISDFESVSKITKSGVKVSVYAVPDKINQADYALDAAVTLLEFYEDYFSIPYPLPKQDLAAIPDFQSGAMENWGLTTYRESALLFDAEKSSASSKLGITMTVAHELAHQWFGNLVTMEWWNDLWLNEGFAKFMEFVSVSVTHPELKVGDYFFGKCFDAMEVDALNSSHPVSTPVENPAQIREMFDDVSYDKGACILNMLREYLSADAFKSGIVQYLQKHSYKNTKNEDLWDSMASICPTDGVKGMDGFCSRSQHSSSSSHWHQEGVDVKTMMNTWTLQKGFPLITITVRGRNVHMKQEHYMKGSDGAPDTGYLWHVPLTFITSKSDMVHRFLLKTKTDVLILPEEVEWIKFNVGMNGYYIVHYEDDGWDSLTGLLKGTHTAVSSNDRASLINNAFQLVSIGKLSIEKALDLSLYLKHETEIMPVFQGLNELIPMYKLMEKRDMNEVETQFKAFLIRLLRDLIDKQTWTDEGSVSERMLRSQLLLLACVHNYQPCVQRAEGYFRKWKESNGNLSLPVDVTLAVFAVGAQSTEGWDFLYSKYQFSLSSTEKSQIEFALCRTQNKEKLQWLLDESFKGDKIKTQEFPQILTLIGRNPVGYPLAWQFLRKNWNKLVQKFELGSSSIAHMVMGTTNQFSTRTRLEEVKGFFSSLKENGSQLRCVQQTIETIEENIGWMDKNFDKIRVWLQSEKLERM
Numbers without * were called inactive; · = no result given; [ ] = dose if it differs, or a comment.

SMILES | RAD52 inh | PglD DTNB | Cneo AK release | miR122 inh | PGC1a acetyl inh | RAD54 branch | E-sel inducer | ERAP1 inh
COc1cccc(S(=O)(=O)N[C@H]2CC[C@H](CCNC(=O)Nc3cc(F)ccc3F)O[C@@H]2CO)c1 | 5.0 | -0.8 | -3.7 | · | -29.2 | 5.3 | -0.1 | -0.4
C=C(C)CN(Cc1ccccc1)C(=S)Nc1ccccc1 | -10.6 | -0.1 | 1.7 | -6.0 | · | -6.5 | 0.0 | 1.2
CCCc1cc(C(=O)Nc2cccc(Cl)c2)no1 | -7.1 | 2.1 | -0.9 | · | · | -10.0 | 0.1 | -2.5
Cc1ccc(Cn2ncc3c(N4CCN(C5CCCC5)CC4)ncnc32)cc1 | -10.3 | · | · | · | -3.0 | · | 0.0 | -0.7
O=C(CSc1ccc2ccccc2c1)NCCCN1CCCC1=O | -4.7 | -0.1 | 0.9 | 33.9 | -0.4 | -16.6 | -0.1 | -0.6
COc1ccc(Cl)cc1NS(=O)(=O)c1cccc(C(=O)NCCCN2CCCC2=O)c1 | -6.8 | 6.6 | 3.4 | · | 4.1 | -14.7 | · | -0.7
O=C(N/N=C/c1ccc(O)c2ccccc12)c1cccnc1 | -17.3 | · | · | -2.9 | · | · | 0.7 | 2.0
O=Cc1cn(CC(=O)Nc2ccccc2)c2ccccc12 | -23.6 | -8.3 | -0.3 | 6.0 | · | 3.1 | · | -2.5
CC(=O)Nc1nc(N)n(-c2ccccc2)n1 | · | 6.1 | -0.7 | -4.0 | 4.4 | -6.5 | · | ·
O=C(NCc1ccc(F)cc1)C1CCC(CNc2c(N3CCCCC3)c(=O)c2=O)CC1 (configuration not stated) | -15.8 | -5.2 | 1.4 | · | 0.7 | -7.7 | -0.1 | -2.7
O=C(NCCC1=CCCCC1)C1CCN(C(=O)Cc2ccccc2)CC1 | -4.0 | -1.4 | -1.1 | 0.2 | -3.4 | 6.6 | -1.5 | -1.1
COc1ccccc1-c1cc(C(=O)Nc2c(C)n(C)n(-c3ccccc3)c2=O)no1 | -15.9 | · | · | -1.0 | 8.0 | · | · | 0.6
C[C@H](CO)N1C[C@H](C)[C@H](CN(C)C(=O)c2ccccn2)Oc2cc(C#CCC3CCCC3)ccc2S1(=O)=O | -2.1 | 2.6 | 1.3 | -9.7[16.7 µM] | -9.1 | -5.0 | 0.3 | 1.5
COc1ccc(CCNC(=O)c2ccc(NC(=O)CC3SC(N4CCCCC4)=NC3=O)cc2)cc1OC (configuration not stated) | -20.1 | -3.5 | -0.4 | -2.1 | -0.4 | -8.8 | -1.8 | 2.0
COc1ccc(NC(=O)Nc2ccc3c(c2)CC(=O)N([C@H](C)CO)C[C@@H](C)[C@@H](CN(C)Cc2ccc4c(c2)OCO4)O3)cc1 | 9.1 | 1.3 | -0.9 | -1.9[16.7 µM] | -2.0 | -6.6 | 1.0 | 2.3
CC(C)(C)OC(=O)N1CCN(C(=O)c2cccnc2Cl)CC1 | 3.8 | · | · | · | -0.1 | · | 5.5 | 1.2
O=C(Nc1ccc(S(=O)(=O)N2CCCCC2)cc1)C1CCCCC1 | -5.7 | -0.1 | 0.1 | 0.4 | · | -2.2 | · | 0.4
COc1ccc(CNc2nc3c(c(=O)[nH]c(=O)n3C)n2Cc2ccccc2)cc1 | -13.6 | -3.1 | -0.5 | -0.4 | · | -3.6 | 0.0 | 1.8
C[C@@H]1CN([C@@H](C)CO)C(=O)CCCn2cc(nn2)CO[C@H]1CN(C)Cc1ccccc1C(=O)O | -3.6 | 1.7 | 0.7 | 0.6[16.7 µM] | -0.7 | 3.3 | 0.0 | -1.8
CC(=O)c1ccc(S(=O)(=O)N(C)CC(=O)Nc2ccc(C)cc2)cc1 | -8.2 | 3.3 | -0.1 | -1.9 | 7.2 | -7.3 | · | -3.9
CO[C@@H]1CN(C)C(=O)c2cc(NC(=O)C3CC3)ccc2OC[C@@H](C)NC[C@@H]1C | 4.3 | 2.6 | · | · | 3.3 | 3.6 | -0.2 | -5.4
COc1ccc(NC(=O)CSc2nnc(Cc3cccn3C)n2CCc2ccccc2)cc1OC | · | 0.0 | 2.2 | -1.8 | -3.1 | -3.6 | · | ·
COc1ccc(N(C)S(=O)(=O)c2ccc3c(c2)oc(=O)n3C)cc1 | · | 3.1 | 1.2 | -5.4 | -14.1 | 4.0 | · | ·
COc1ccc(S(=O)(=O)N(C)C[C@H]2Oc3c(NC(=O)C4CCOCC4)cccc3C(=O)N([C@@H](C)CO)C[C@H]2C)cc1 | -13.0 | 4.3 | 50.8 | 6.7[16.7 µM] | -5.2 | -6.6 | 0.0 | 2.7
COC(=O)C1CCN(S(=O)(=O)c2ccc(OC)cc2)CC1 | · | -4.1 | 0.0 | -10.9 | · | -3.0 | · | ·

The list goes on.
SMILES | RAD52 inh | PglD DTNB | Cneo AK release | miR122 inh | PGC1a acetyl inh | RAD54 branch | E-sel inducer | ERAP1 inh
O=C(Cc1ccccc1)N1CC(=O)N2[C@H](C1)[C@@H](c1ccc(-c3cccc(F)c3)cc1)[C@@H]2CO | -15.1 | · | · | · | 16.7 | · | -0.3 | -0.2
CCCC1=C(C(=O)OCC)C(c2ccccc2OCC)NC(=O)N1C (configuration not stated) | · | -5.4 | 0.5 | 4.8 | -10.9 | 5.2 | · | ·
CSCCC(NS(=O)(=O)c1ccc(Cl)cc1)C(=O)N1CCN(c2ccccc2)CC1 (configuration not stated) | -12.2 | · | 2.2 | · | · | -2.9 | · | -2.2
O=C(Oc1ccccc1C(=O)Oc1ccccc1)c1ccco1 | -5.9 | -2.9 | -6.3 | 3.2 | 11.8 | 6.5 | · | 1.6
CC(C)(C)SCCNC(=O)c1ccc(CN2CCc3ccccc3C2)cc1 | -20.5 | -0.4 | -1.7 | · | -5.5 | -4.7 | · | -1.3
CC(C)C(=O)Nc1ccc2c(c1)C(=O)N(C)[C@@H]1CC[C@@H](CC(=O)N[C@@H](C)c3ccccc3)O[C@@H]1CO2 | · | -0.1 | -0.6 | 70.0[16.7 µM] | -0.9 | -4.5 | -0.1 | ·
COc1ccc(NC(=O)C2CCCN2S(=O)(=O)c2ccc3c(c2)C(C)(C)C(=O)N3C)cc1 (configuration not stated) | -21.2 | -0.1 | 0.1 | 3.7 | -10.3 | -4.3 | 0.2 | 5.8
CC[C@@]12C(=O)N(c3ccc(C)cc3)C(=O)N1[C@H](c1ccc(OC)cc1)[C@@H]1C(=O)N(C(C)(C)C)C(=O)[C@@H]12 | -4.8 | 2.4 | 0.2 | 0.3 | -14.2 | 1.0 | · | 0.0
COc1cc(-c2ccc(=O)[nH]n2)ccc1OC(F)F | -14.4 | 0.6 | 2.7 | -4.1 | -10.7 | 6.6 | 1.0 | -2.6
C[C@H](CO)N1C[C@H](C)[C@@H](CN(C)Cc2ccncc2)Oc2c(NC(=O)Nc3ccc(F)cc3)cccc2C1=O | 4.6 | -5.3 | -1.0 | 37.6[16.7 µM] | -4.0 | 12.9 | 17.9 | ·
O=C(CCCn1c(SCc2cc(=O)n3cc(Cl)ccc3n2)nc2ccccc2c1=O)NCC1CCCO1 (configuration not stated) | -3.8 | 2.8 | -0.5 | 3.6 | 5.7 | -7.7 | 2.5 | ·
O=C(O)c1cccc2c1Oc1ccccc1S2(=O)=O | -27.0 | -0.9 | 0.1 | -3.0 | -6.3 | -2.5 | 0.8 | -1.7
CO[C@@H]1CN(C)C(=O)c2cc(NS(=O)(=O)c3ccccc3C)ccc2OC[C@@H](C)N(S(=O)(=O)c2ccccc2)C[C@H]1C | 2.4 | -0.7 | 3.8 | · | 5.3 | -3.1 | 0.0 | 0.8
C[C@@H]1CN([C@H](C)CO)C(=O)c2cc(N(C)C)ccc2O[C@@H](C)CCCCO[C@@H]1CN(C)C(=O)NC1CCCCC1 | -0.4 | 0.3 | 5.1 | 6.8[16.7 µM] | -39.6 | -10.7 | -0.3 | 3.8
CCCNC(=O)N(C)C[C@H]1Oc2cc(C#C[C@H](C)O)ccc2S(=O)(=O)N([C@@H](C)CO)C[C@H]1C | -8.0 | 2.0 | 2.9 | -3.4[16.7 µM] | 14.8 | -4.9 | 0.2 | 2.6
COc1ccc(-c2nnn(CC(=O)N(Cc3ccccc3Cl)C(C(=O)NCC3CCCO3)c3ccco3)n2)cc1 (configuration not stated) | · | -5.8 | -1.8 | 16.7 | 7.9 | -1.9 | · | ·
COc1cc(-c2cc(C(=O)NCc3ccco3)c3ccccc3n2)cc(OC)c1OC | -21.1 | -1.0 | 0.1 | · | · | 16.4 | 0.0 | 2.6
CN(CCc1ccccn1)C(=O)c1cccnc1Oc1ccc(Cl)cc1 | -18.7 | 0.5 | 15.1 | -2.5 | -3.6 | 7.3 | · | ·
CCOc1ccc(CCN2C(=O)c3ccc(C(=O)O)cc3C2=O)cc1OCC | -11.4 | -1.7 | -2.3 | 10.8 | -0.4 | -1.1 | -0.1 | 1.3
CCN1CCN(C/C(C)=C/c2ccccc2)CC1 | -4.8 | 1.0 | 5.3 | -2.1 | 4.1 | -6.3 | 2.9 | 1.1
COc1ccc(OC)c(NC(=O)c2cc(S(=O)(=O)N(C)C)ccc2N2CCCC2)c1 | -8.2 | 6.3 | 1.4 | · | · | 0.2 | 3.6 | 2.2
Cn1nc(C(=O)Nc2ccc(Br)cc2)cc1C(=O)Nc1ccc(Br)cc1 | 2.6 | -6.1 | 7.1 | 11.1 | 5.5 | 2.4 | · | -2.2
CCC(=O)Nc1cc(=O)[nH]c2ncnn12 | · | -2.4 | 1.1 | 1.3 | 2.7 | 0.0 | · | ·
O=C(c1ccccc1)N1CC2(C1)[C@H](c1ccccc1)[C@@H](CO)N2CC1CC1 | -5.6 | · | · | · | -5.3 | · | 0.1 | -1.6
COc1ccc(N=Nc2cnc(C)nc2-c2ccccc2)cc1 | · | -4.9 | 0.2 | -11.2 | -2.0 | -4.1 | · | ·
CCc1cccc(NC(=O)CCCN2C(=O)C(c3ccccc3)Oc3cccnc32)c1 (configuration not stated) | -10.4 | · | · | -4.8 | 0.9 | · | 0.8 | -2.8
O=C(C[C@@H]1C/C=C\C[C@H](NC(=O)OCC2c3ccccc3-c3ccccc32)C(=O)OC[C@@H]2CCCN2C1=O)NCCO | -15.3 | 1.9 | -10.7 | -1.6 | · | -3.0 | -0.1 | -6.9
C=CCN1C(=S)N[C@@H]2CS(=O)(=O)C[C@@H]21 | -9.9 | 4.1 | -0.4 | 2.9 | 8.1 | -16.5 | 2.5 | 2.0
CCCCCNC(=O)N[C@H](C(=O)O)C(C)C | · | -1.5 | 1.2 | 1.6 | 0.3 | 4.5 | · | ·
Cc1nn(Cc2c(Cl)cccc2Cl)c(Cl)c1/C=C/C(=O)OCC(=O)NCC(F)(F)F | · | -4.1 | 0.0 | -6.1 | -5.9 | 4.4 | · | ·

Given as a markdown table: part of the list above
| smiles | RAD52 inh | PglD DTNB | Cneo AK release | miR122 inh | PGC1a acetyl inh | RAD54 branch | E-sel inducer | ERAP1 inh |
| --- | --- | --- | --- | --- | --- | --- | --- | --- |
| CSCCC(NS(=O)(=O)c1ccc(Cl)cc1)C(=O)N1CCN(c2ccccc2)CC1 (configuration not stated) | -12.2 | · | 2.2 | · | · | -2.9 | · | -2.2 |
| COc1ccc(NC(=O)C2CCCN2S(=O)(=O)c2ccc3c(c2)C(C)(C)C(=O)N3C)cc1 (configuration not stated) | -21.2 | -0.1 | 0.1 | 3.7 | -10.3 | -4.3 | 0.2 | 5.8 |
| Cn1nc(C(=O)Nc2ccc(Br)cc2)cc1C(=O)Nc1ccc(Br)cc1 | 2.6 | -6.1 | 7.1 | 11.1 | 5.5 | 2.4 | · | -2.2 |
| COc1cc(-c2cc(C(=O)NCc3ccco3)c3ccccc3n2)cc(OC)c1OC | -21.1 | -1.0 | 0.1 | · | · | 16.4 | 0.0 | 2.6 |
| CCOc1ccc(CCN2C(=O)c3ccc(C(=O)O)cc3C2=O)cc1OCC | -11.4 | -1.7 | -2.3 | 10.8 | -0.4 | -1.1 | -0.1 | 1.3 |

Compound activity as filed in PubChem BioAssay.
